GCN5L2 inh = blocks human GCN5L2 histone acetyltransferase. Q92830. Potency, µM (highest dose often 58.9 µM), inactives show at the top dose activity change, negative = inhibition, actives largely listed as inhibitors. GCN5L2 HAT assay, ThioGlo1 CoA-SH fluorescence. actives 0.21% (n = 390,000)
Target sequence (Q92830 whole entry, looked up): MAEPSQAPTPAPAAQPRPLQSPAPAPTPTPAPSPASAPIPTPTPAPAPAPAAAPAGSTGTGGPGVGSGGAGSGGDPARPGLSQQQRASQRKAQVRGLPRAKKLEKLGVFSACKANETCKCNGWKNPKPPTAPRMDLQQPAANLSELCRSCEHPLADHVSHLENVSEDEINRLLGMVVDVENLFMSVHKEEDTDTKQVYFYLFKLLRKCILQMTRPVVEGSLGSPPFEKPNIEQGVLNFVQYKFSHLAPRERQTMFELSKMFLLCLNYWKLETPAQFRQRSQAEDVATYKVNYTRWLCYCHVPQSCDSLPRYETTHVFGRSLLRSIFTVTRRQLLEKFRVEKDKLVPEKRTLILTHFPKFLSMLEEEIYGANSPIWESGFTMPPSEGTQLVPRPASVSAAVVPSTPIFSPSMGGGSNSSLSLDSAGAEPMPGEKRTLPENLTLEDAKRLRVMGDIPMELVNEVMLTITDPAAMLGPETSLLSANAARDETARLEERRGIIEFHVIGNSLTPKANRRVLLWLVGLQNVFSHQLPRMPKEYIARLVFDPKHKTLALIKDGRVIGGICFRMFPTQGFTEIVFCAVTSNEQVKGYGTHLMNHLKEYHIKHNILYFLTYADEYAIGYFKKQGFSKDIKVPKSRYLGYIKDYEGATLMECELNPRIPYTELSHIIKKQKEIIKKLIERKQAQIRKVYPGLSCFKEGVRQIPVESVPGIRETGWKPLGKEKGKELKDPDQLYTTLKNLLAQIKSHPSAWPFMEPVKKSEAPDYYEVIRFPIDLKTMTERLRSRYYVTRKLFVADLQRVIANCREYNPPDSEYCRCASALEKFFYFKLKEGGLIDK
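Titration-based screen in which CoA formation is detected via maleimide probe ThioGlo1 (50uM) turning fluorescent on thiol reaction; substrates H3(1-25) 75uM and acetyl-CoA 70uM, GCN5L2 20nM, 20 min incubation at room temperature.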
DT40 TDP1 no CPT = qHTS for Inhibitors of human tyrosyl-DNA phosphodiesterase 1 (TDP1): qHTS in cells in absence of CPT | DT40 Tdp1-/- hTDP1 cells, no CPT, ATP luminescence, 48 h | actives 15% (n = 420,000) | AID 686978, 2013 | Potency, µM (highest dose often 46.2 µM), for the others: top-dose activity change, negative = growth inhibition, hits mostly inhibitors; also: nearly all actives have a fitted effect of over 55% in size
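Chicken DT40 Tdp1-/- cells complemented with human TDP1, screened without camptothecin (DMSO vehicle only), 400 cells/well. Compounds pin-transferred, cells incubated at 37 °C for at least 48 hr. Growth read as ATP-dependent luminescence (CellTiter-Glo, 30 min at RT).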
DT40 TDP1 CPT = growth inhibition of DT40 Tdp1-/-;hTDP1 cells with camptothecin (screen for TDP1 inhibitors); chicken DT40 Tdp1-/-;hTDP1 cells + 20 nM CPT, ATP luminescence, 48 h; Potency, µM (titrated, usually from 46.2 µM), for inactives: at the top dose activity change, negative = growth inhibition, hits mostly inhibitors; actives 12% (n = 420,000); also: nearly all actives have a fitted effect of over 55% in size
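Chicken DT40 Tdp1-/- cells stably complemented with human TDP1 were seeded at 400 cells/well in medium containing 20 nM camptothecin, exposed to pin-transferred compounds, and grown at 37 °C for at least 48 hr. Viability was read as ATP luminescence.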
Starred values were filed as active, the others as inactive; ? = inconclusive; / = not tested or not shown. Calls follow the shape of the dose curve; as a rule, active = well fitted curve in the direction sought with a large enough effect; inconclusive = small, poorly fitted or top-dose-only effect, or another doubt; inactive = no such curve, though single readings can be large; an effect the other way counts as inactive or inconclusive. % is scaled to controls: 0 for no effect and ±100 for the full control effect; potency is read from the fitted curve at half-maximal effect.

Value order: GCN5L2 inh	DT40 TDP1 no CPT	DT40 TDP1 CPT
CCCCC(=O)N(C)c1c(CC)nc2c(OCC=C(C)C)cccn12
 : /	21µM*	?
COc1cccc(C(=O)Nc2ccc(NC(=O)C(C)C)nc2)c1
 : 2%	-13%	-11%
CCN1CCC(N(Cc2cccc(OC)c2)C(=O)Nc2cccc(C)c2C)CC1
 : -2%	23µM*	?
CCN(CC)S(=O)(=O)c1ccc2c(c1)N(CC(=O)Nc1cccc(C)c1C)C(=O)C1CCCN21 (centres undefined)
 : -10%	?	-18%
COCC(=O)N1CCC[C@@]2(CCN(Cc3nccs3)C2)C1
 : 1%	3%	3%
NS(=O)(=O)c1ccc(NNC(=O)c2cccs2)cc1
 : 22%	-2%	1%
CC(C)CCNC(=O)CN(C)S(=O)(=O)c1cccc2nsnc12
 : -7%	-2%	-7%
COc1ccc(S(=O)(=O)Nc2ccccn2)cc1C(=O)Nc1ccccc1
 : -2%	1%	6%
O=C(Nc1noc2ccccc12)c1ccc(F)cc1
 : -1%	-19%	-4%
O=C(NC(=S)Nc1cc(C(F)(F)F)ccc1N1CCOCC1)c1ccc(-c2cccc(Cl)c2)o1
 : -11%	?	-17%

Shown field by field: part of the list above
Structure: CCN1CCC(N(Cc2cccc(OC)c2)C(=O)Nc2cccc(C)c2C)CC1
  GCN5L2 inh: -2%
  DT40 TDP1 no CPT: 23µM*
  DT40 TDP1 CPT: ?

Structure: CCN(CC)S(=O)(=O)c1ccc2c(c1)N(CC(=O)Nc1cccc(C)c1C)C(=O)C1CCCN21 (centres undefined)
  GCN5L2 inh: -10%
  DT40 TDP1 no CPT: ?
  DT40 TDP1 CPT: -18%

Continuation:
Value order: GCN5L2 inh	DT40 TDP1 no CPT	DT40 TDP1 CPT
COc1c(F)c(F)c(C(=O)Nc2c(C)cc(Br)cc2C)c(F)c1F
 : -16%	-19%	-4%
Cc1nn(C(C)C(=O)Nc2cccc(F)c2)c(=O)c2c1sc1ccccc12 (centres undefined)
 : -5%	?	-17%
O=C(CSc1nnc2ccc(-c3ccccn3)nn12)Nc1ccc(F)cc1
 : /	?	-23%
CSc1ccc(CN2CCC2(C)C(=O)Nc2cnc3ccccc3c2)cc1 (centres undefined)
 : /	?	?
O=C1[C@H]2[C@@H](c3ccc(C(F)(F)F)cc3)N[C@]3(CCCN(Cc4ccc(Br)cc4)C3=O)[C@H]2C(=O)N1Cc1ccccc1
 : /	23µM*	-21%
CCCCn1c(SCC(=O)Nc2ccc(NC(C)=O)cc2)nc2ccccc2c1=O
 : -6%	?	-24%
CCC(=O)N1CCc2cc(CNC(=O)c3ccc(C#N)cc3)ccc21
 : 3%	-23%	?
CCCCCCCCN1C(=O)[C@H](CC(=O)N2CCSCC2)C[C@@]2(C(=O)OC)CCCCC=C12
 : /	?	?
O=C(OCC(=O)N(CCc1ccccc1)Cc1ccccc1)c1cc(S(=O)(=O)N2CCOCC2)ccc1F
 : -3%	?	?
COc1ccccc1C(CC(=O)c1ccccc1)C(=O)c1ccccc1 (centres undefined)
 : /	?	?
CCc1ccc(-c2ccc(SCC(=O)NC3CCCC3)nn2)cc1
 : /	-9%	-4%
Cc1ccc2nc(SCC(=O)Nc3ccccc3N3CCOCC3)c(C#N)cc2c1
 : -4%	3.3µM*	4.6µM*
C#CCOc1c(Cl)cc(/C=N/O)cc1OC
 : -2%	-12%	-21%
Nc1cc(=O)n(Cc2ccccc2)c(=O)n1Cc1ccccc1
 : /	-10%	-10%
COc1cccc(NC(=O)C2CCC(CNS(=O)(=O)c3cccs3)CC2)c1 (centres undefined)
 : -6%	?	-10%
Fc1cccc2sc(N3CCOCC3)nc12
 : -3%	-19%	19%
Cc1ccc(NC(=O)CN2CCCCCC2)cc1Br
 : -6%	-32%	-13%
CC(=O)Oc1ccc(Cn2c(C)c(C(=O)NCc3ccc(C#N)cc3)sc2=O)cc1
 : /	?	?
CC(C)OC(=O)c1cc(NC(=O)C2C3C=CC(O3)C2C(=O)O)cc(C(=O)OC(C)C)c1 (centres undefined)
 : 13%	5%	-4%
COc1ccc(C(N)c2csc(Nc3ncccn3)n2)cc1 (centres undefined)
 : /	?	?
CCN1CCN(C(=O)c2ccc3c(c2)N(Cc2ccccc2F)C(=O)c2ccccc2S3=O)CC1 (centres undefined)
 : -6%	?	-2%
CCN(c1ccc(OC)cc1)c1ncnc2nc[nH]c12
 : 0%	?	?
COc1ccc(NC(=O)Cc2c(C)n(C(=O)c3ccc(Cl)cc3)c3ccc(OC)cc23)cc1
 : -4%	-29%	-10%
COc1cccc(NC(=O)c2cccc(C)c2[N+](=O)[O-])c1
 : 5%	-22%	9%
COc1ccc(NC(=O)c2ccc(NC(=O)CN3CCC(C(N)=O)CC3)cc2)cc1
 : -4%	-4%	11%
Cc1ccc([C@H]2C[C@H](O)[C@@H](n3cc(C4CC4)nn3)CN2CC2CCCCC2)cc1
 : /	?	?
O=C(O)C1(Nc2ccccc2Cl)CCCC1
 : /	-7%	6%
COc1ccc(NC(=O)c2ccc(-c3ccccc3)cc2)cc1S(=O)(=O)N1CCOCC1
 : -15%	-13%	1%
O=C(CN1CCC(n2nnc3ccccc32)CC1)NCc1cccs1
 : 0%	-18%	3%
O=c1c2c3c(sc2n(Cc2ccc(F)cc2Cl)c(=O)n1-c1ccc(Cl)cc1)CCC3
 : -2%	-11%	-12%
O=C(COC(=O)CCSc1ccccc1)Nc1ccc(F)cc1Cl
 : -7%	-10%	-8%
CCOc1ccc2[nH]cc(C(=O)NCc3ccccc3)c(=O)c2c1
 : -12%	21µM*	16µM*
CCn1c(=O)cc(SCC(=O)NCc2ccc(OC)cc2OC)c2ccccc21
 : -2%	-29%	-27%
COc1cc(C(C)=O)ccc1OCC(=O)N(CCC1=CCCCC1)c1c(N)n(Cc2ccccc2)c(=O)[nH]c1=O
 : -4%	?	?
S=C(NCCCc1cnc[nH]1)NCCCN(CCc1ccccc1)c1ccc(Br)cn1
 : /	8.9µM*	10µM*
CCOc1ccc(NC(=O)CCc2nnc3ccc(N4CCC(C)CC4)nn23)cc1
 : -17%	?	?
CCC(=O)OCCn1c(=O)c2ccccc2c2ccccc2c1=O
 : -4%	1%	-8%
C/C(=N\NC(=S)Nc1cc(S(=O)(=O)N2CCOCC2)ccc1Cl)c1ccccc1F
 : -10%	2.3µM*	3.3µM*
COc1cccc(N2C(=O)CC(N3CCN(c4ccc([N+](=O)[O-])cc4)CC3)C2=O)c1 (centres undefined)
 : -18%	7%	0%
COc1ccc(/C=N/Nc2ccc(C(=O)O)cc2)cc1Br
 : -19%	-25%	-11%

Reprinted from the part before: six entries, followed by the next part.
Value order: GCN5L2 inh	DT40 TDP1 no CPT	DT40 TDP1 CPT
S=C(NCCCc1cnc[nH]1)NCCCN(CCc1ccccc1)c1ccc(Br)cn1
 : /	8.9µM*	10µM*
CCOc1ccc(NC(=O)CCc2nnc3ccc(N4CCC(C)CC4)nn23)cc1
 : -17%	?	?
CCC(=O)OCCn1c(=O)c2ccccc2c2ccccc2c1=O
 : -4%	1%	-8%
C/C(=N\NC(=S)Nc1cc(S(=O)(=O)N2CCOCC2)ccc1Cl)c1ccccc1F
 : -10%	2.3µM*	3.3µM*
COc1cccc(N2C(=O)CC(N3CCN(c4ccc([N+](=O)[O-])cc4)CC3)C2=O)c1 (centres undefined)
 : -18%	7%	0%
COc1ccc(/C=N/Nc2ccc(C(=O)O)cc2)cc1Br
 : -19%	-25%	-11%
CN(C)S(=O)(=O)N1CCC(Cc2ccccc2)CC1
 : -7%	-21%	?
O=C(NCCN1CCN(C(=O)c2ccc(F)cc2)CC1)c1ccc(F)cc1
 : -17%	-4%	15%
Cc1c(C(=O)NCc2ccc3c(c2)OCO3)oc2ccc(S(=O)(=O)N3CCCCC3)cc12
 : 3%	?	?
CN(C)/C=N/c1nc2ccc3c(c2s1)CCCC3
 : -7%	-6%	?
O=C(Nc1ccccc1F)C(c1ccccc1)c1ccccc1
 : /	?	-11%
COc1cc(C(N)=O)cc(Cl)c1OC
 : 1%	6%	?
O=c1onc(-c2cccnc2)n1-c1ccccc1F
 : -1%	-12%	-11%
COc1ccc(C(=O)N/N=C/c2ccc(OC)c(COc3c(F)c(F)cc(F)c3F)c2)cc1
 : -19%	1%	?
Cc1ccc(S(=O)(=O)N2C[C@H]3C(=O)C[C@@H](c4ccc(Cl)cc4)N(S(=O)(=O)c4ccccc4C)[C@H]3C[C@H]2c2cccc(Cl)c2)cc1
 : /	?	-18%
CCCn1c(=O)c(C(=O)Nc2cc(C)ccn2)c(O)c2ccccc21
 : -4%	?	?
COc1cccc(CNC(=O)C2CCN(C(=O)N3CCOc4ccc(Cl)cc43)CC2)c1OC
 : -13%	21µM*	?
CCOC(=O)C1(NC(=O)C2(N3C(=O)c4ccccc4C3=O)CCCC2)CCCC1
 : /	3%	-1%
CCc1cc(C(=O)Nc2ccc(C)cc2Br)cs1
 : -6%	?	?
CCCS(=O)(=O)N1CC(=O)N(c2ccccc2C)C(C)(C(=O)NC2CCCC2)C1 (centres undefined)
 : -6%	-12%	4%
COc1ccc(OC)c(NC(=O)C2(C)CCN2C(=O)C(C)(C)c2ccccc2)c1 (centres undefined)
 : /	?	?
CN(Cc1ccon1)C(=O)CCc1nnc(Cc2ccc(-c3ccccc3)cc2)o1
 : -22%	?	?
COc1ccc(CC(=O)N/N=C/c2ccc(Cl)s2)cc1OC
 : -1%	-21%	?
C=C1C[C@H](O[C@@H]2O[C@H](CO)[C@@H](O)[C@H](O)[C@H]2O)[C@@H]2[C@H](OC(=O)[C@H]2C)[C@H]2[C@H](C)[C@@H](O)C[C@@H]12
 : 0%	6%	-6%
O=C(CSc1nnc2nnc3ccccc3n12)N1CCOCC1
 : -10%	17%	-28%
Cc1ccc(S(=O)(=O)Nc2cccc(N(C)S(C)(=O)=O)c2)cc1[N+](=O)[O-]
 : -16%	-13%	-19%
O=C(CNC(=O)c1ccc(Cl)cc1Cl)OCc1nnc(-c2ccccc2Br)o1
 : -4%	-21%	2%
Cc1ccc(C(=O)Nc2nnc(C)s2)cc1
 : -3%	2%	-4%
Cc1ccc(NC(=O)C(NC2CCCc3ccccc32)c2ccccc2)cc1Cl (centres undefined)
 : -12%	18µM*	2.9µM*
CCOP(=O)(OCC)C(NC(=O)Nc1ccc(Cl)cc1)c1ccccc1 (centres undefined)
 : -4%	-29%	-6%
COc1ccc(NS(=O)(=O)c2cc3c4c(c2)CCN4C(=O)CC3)cc1OC
 : -12%	?	?
CC(=O)Oc1ccc2c(=O)c(N3C(=O)c4ccccc4C3=O)c(C)oc2c1
 : 2%	-8%	-10%
Cc1[nH]nc2c1C(c1cccs1)C1=C(CCCC1=O)N2 (centres undefined)
 : -1%	-3%	-3%
COc1ccc(Br)cc1/C=C/C(=O)Nc1ccc(C)cc1
 : 11%	16µM*	16µM*
CCc1ncc(CN2CCCCC2C(=O)Nc2ccc(Oc3ccccc3)nc2)cn1 (centres undefined)
 : -2%	15%	1%
CC(=O)Nc1cccc(-c2cc(C)c3cc4c(cc3n2)OCO4)c1
 : -1%	?	4%
O=C(Nc1ccccc1N1CCCCC1)c1cnccn1
 : -5%	?	?
COc1cccc(N(CC(=O)NC2CC3CCC2C3)S(=O)(=O)c2ccccc2)c1 (centres undefined)
 : 2%	?	-7%
N#Cc1ccc[n+](CC(=O)c2ccc(O)c(O)c2)c1
 : /	-17%	-4%
CCOc1ccc(NC(c2ccccc2)P(=O)(OC)OC)cc1 (centres undefined)
 : 0%	-42%	?
CCn1nnnc1SCC(=O)N1CCc2ccccc21
 : /	1%	10%
COCCNc1nc(NCc2cccc(Cl)c2)c2cnn(C)c2n1
 : -6%	15µM*	?
CCc1nc2ccccc2n1Cc1ccccc1OC
 : -13%	?	?
NC(=O)c1ccsc1NC(=O)C1CCN(S(=O)(=O)c2cccs2)CC1
 : -2%	?	-27%
Cc1ccc2c(COC(=O)C34CC5CC(CC(C5)C3)C4)cc(=O)oc2c1
 : 1%	?	?
CN(C)S(=O)(=O)c1ccc(N2CCOCC2)nc1
 : 2%	-7%	-2%
COc1cc(CNC(=O)CCC(=O)N2C[C@H]3C[C@H](C2)c2cccc(=O)n2C3)cc(OC)c1OC
 : 0%	-2%	-6%
C=C1CCC[C@]2(C)C[C@H]3OC(=O)C(CN4CC(C)OC(C)C4)[C@H]3C[C@@H]12 (some centres undefined)
 : 15%	?	?
O=C(c1ccc2c(c1)OCO2)N1CCc2ccccc21
 : -1%	?	-21%
Cc1ccccc1-n1nc(C(=O)c2cccs2)cc(-c2nc3ccccc3[nH]2)c1=N
 : -5%	7.3µM*	12µM*
COc1ccc(/C=C/c2ccc3cccc(O)c3n2)c(OC)c1OC
 : -2%	10µM*	9.2µM*
